# Screens deposited in PubChem BioAssay by several laboratories.
# PvdQ acylase: P. aeruginosa PvdQ acylase inhibitors, primary screen, biochemical, fluorescence, plate reader and imaging, single point; PvdQ acylase [Pseudomonas aeruginosa LESB58]; purified PvdQ acylase; inhibition, % at 10 µM; 340,000 compounds, 0.063% hits; in the data active = inhibition above about 30%, passing the limit was not always enough;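 note: 0% = vehicle neutral wells and 100% = reference inhibitor wells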
# phage Ecoli inh: growth loss of phage-infected E. coli, primary screen, RecBCD inhibitor project, absorbance, with phage, HTS; AID 651602, 2012; inhibition, % at 11.9 µM; 360,000 compounds, 0.26% hits; in the data active = inhibition above about 11%
# Rtt109 HAT inh: inhibitors of C. albicans Rtt109/Vps75 HAT, primary screen, biochemical, ThioGlo CoA-SH fluorescence, plate reader; Histone acetyltransferase RTT109 (Candida albicans (strain SC5314 / ATCC MYA-2876)), …; purified Rtt109/Vps75, 4 h; inhibition, % at 34.9 µM; 330,000 compounds, 0.16% hits;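 active = inhibition of at least 50% in every replicate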
# Target sequence (Q5AAJ8 whole entry, looked up): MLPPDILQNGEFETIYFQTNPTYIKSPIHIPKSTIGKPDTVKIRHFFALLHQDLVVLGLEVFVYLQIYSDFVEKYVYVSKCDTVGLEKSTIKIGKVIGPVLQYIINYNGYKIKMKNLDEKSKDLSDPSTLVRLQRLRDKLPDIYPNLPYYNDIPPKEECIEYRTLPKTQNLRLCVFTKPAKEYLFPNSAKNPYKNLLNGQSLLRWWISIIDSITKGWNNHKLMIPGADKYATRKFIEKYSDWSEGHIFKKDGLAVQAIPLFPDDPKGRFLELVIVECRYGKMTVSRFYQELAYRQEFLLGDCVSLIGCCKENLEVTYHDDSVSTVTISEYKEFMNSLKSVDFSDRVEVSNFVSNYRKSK
# DAGLB inh: DAGLB lipase inhibitors, primary screen, biochemical, fluorescence, HTS; HEK293T DAGLB membrane lysate, EnzChek fluorogenic substrate; Diacylglycerol lipase-beta (Homo sapiens), Q8NCG7; AID 504411, 2011; inhibition, % at 5.17 µM; 340,000 compounds, 0.059% hits; in the data active = inhibition above about 34%;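 note: 0% = enzyme with vehicle and 100% = wells lacking enzyme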
# Target sequence (Q8NCG7 whole entry, looked up): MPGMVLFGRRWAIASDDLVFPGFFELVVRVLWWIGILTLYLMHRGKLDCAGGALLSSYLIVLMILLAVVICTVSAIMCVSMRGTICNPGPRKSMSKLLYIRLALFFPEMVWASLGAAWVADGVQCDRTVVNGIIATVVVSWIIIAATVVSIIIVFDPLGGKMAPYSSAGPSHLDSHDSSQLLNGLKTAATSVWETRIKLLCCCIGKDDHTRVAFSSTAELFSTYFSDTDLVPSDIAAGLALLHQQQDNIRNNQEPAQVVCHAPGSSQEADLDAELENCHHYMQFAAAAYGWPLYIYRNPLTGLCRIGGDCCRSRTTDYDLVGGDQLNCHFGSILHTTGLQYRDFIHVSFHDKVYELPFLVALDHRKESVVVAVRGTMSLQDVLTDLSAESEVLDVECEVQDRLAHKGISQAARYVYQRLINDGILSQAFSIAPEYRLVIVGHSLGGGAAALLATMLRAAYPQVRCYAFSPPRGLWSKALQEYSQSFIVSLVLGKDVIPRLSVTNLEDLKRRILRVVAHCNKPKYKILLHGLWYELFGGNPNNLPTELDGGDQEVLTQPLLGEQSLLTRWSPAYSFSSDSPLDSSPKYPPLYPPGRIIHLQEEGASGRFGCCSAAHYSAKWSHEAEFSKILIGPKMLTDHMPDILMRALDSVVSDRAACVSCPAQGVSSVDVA
# PfHsp90 yeast 2: growth inhibition of PfHsp90-expressing yeast, primary screen, antimalarial PfHsp90 inhibitor project, S. cerevisiae, BacTiter-Glo luminescence, single point, set 2; inhibition, % at 9.4 µM; 310,000 compounds, 0.32% hits; BacTiter-Glo ATP, 48 h; yeast lacking PDR1 and PDR3 efflux regulators;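 active = every replicate shows inhibition above about 80%, whatever the replicate mean, limit read from the data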;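 note: 0% = DMSO neutral controls and 100% = 20 µM radicicol positive controls; yeast relying on Plasmodium falciparum Hsp90 in place of its own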
# Wnt bcat act: Wnt/beta-catenin pathway activators, primary screen, cell-based, plate reader, single point. 300,000 compounds, 1.2% hits. activation, % at 9.35 µM. Wnt/beta-catenin reporter cell assay, activator. AID 743398, 2014; in the data active = activation above about 30%, passing the limit was not always enough;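 note: 0% = neutral control wells and 100% = positive control wells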
# Tat transport: E. coli Tat export inhibitors, primary screen, MC4100, TorA-mCherry reporter, fluorescence, single point; inhibition, % at 10 µM; 340,000 compounds, 0.036% hits;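 active = mean replicate inhibition at least 50% and at least half of replicates individually reaching 50%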;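 note: exported cargo escapes ClpAP degradation while cytoplasmic cargo is degraded and loses fluorescence; 0% = median of neutral control wells and 100% = median of NaSCN control wells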
# AddAB inh: growth inhibition of E. coli expressing H. pylori AddAB, primary screen, AddAB inhibitor project, absorbance | 330,000 compounds, 0.29% hits | AID 435030, 2010 | inhibition, % at 11.9 µM; in the data active = inhibition above about 12%;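 note: 0% = vehicle wells of infected cells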
# E coli growth: E. coli V3065 growth inhibition, primary screen, counter-screen for AddAB inhibitor project, absorbance, OD600; 330,000 compounds, 0.27% hits; inhibition, % at 11.9 µM; 18 h;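 active = inhibition above the campaign's mean inhibition across all tested compounds plus 3 SD, cut at about 9.9% in these data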;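 note: uninfected addAB+ strain grown without phage in ampicillin broth; 0% = DMSO wells and 100% = ciprofloxacin 0.95 µg/ml wells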
# CAL PDZ inh: CAL PDZ peptide-binding inhibitors, primary screen, biochemical, fluorescence polarization, Cer-tagged CAL PDZ, HTS | 330,000 compounds, 0.02% hits | Golgi-associated PDZ and coiled-coil motif-containing protein (Homo sapiens), Q9HD26 | inhibition, % at 20 µM | purified CAL PDZ, TMR-peptide fluorescence polarization, 1 h | AID 504414, 2011;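 active = highest replicate inhibition of at least 40%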;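 note: plate controls were DMSO neutral control wells for no effect and unlabeled competitor peptide control wells for full effect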
#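 Material: tagged CAL PDZ domain; buffer or medium: 25 mM sodium phosphate pH 7.4, 150 mM NaCl, TCEP, IgG, Thesit; compound dosing: single point, 20 µM; schedule: 1 h incubation at room temperature before polarization reading; measured by: FP readout, S and P plane fluorescence; read-out basis: percent inhibition from loss of millipolarization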
# * marks the source's active call; other numbers are inactive results; x = no result given.
SMILES,PvdQ acylase,phage Ecoli inh,Rtt109 HAT inh,DAGLB inh,PfHsp90 yeast 2,Wnt bcat act,Tat transport,AddAB inh,E coli growth,CAL PDZ inh
O=C(NC1CC1)c1cc(=S)[nH]c2ccccc12,-10,3.3,-7,-3,-7,-2,0,0.6,0.6,0.3
COc1ccccc1C(CNC(=O)c1cccc(S(=O)(=O)NCc2ccccc2)c1)N(C)C (stereo unspecified),2,1.7,-8,0,-6,-2,1,3.1,1.4,-1.7
C#CCOCCOCCOCCNc1nc(N2CCN(C(=O)[C@H](C(C)C)n3cc(CCO)nn3)CC2)nc(N2CCN(C(=O)[C@H](C)n3cc(CCCN=C(N)N)nn3)CC2)n1,-13,1.5,-7,-2,-2,-1,-4,x,x,0.6
COC(=O)C1=C(C)N(c2ccccc2)/C(=C/c2ccco2)C1=O,-6,0.0,-1,1,3,-3,-4,3.2,-2.5,-1.1
O=C1Nc2ccccc2OCc2c1cccc2[N+](=O)[O-],-12,1.8,-16,0,5,-1,-5,4.6,-2.5,-2.7
[N-]=[N+]=CC(=O)C(O)(c1ccccc1)C(Cl)c1ccccc1 (stereo unspecified),x,1.3,x,x,x,7,x,2.8,-2.2,x
CC(OC(=O)c1ccc(Br)c(S(=O)(=O)N2CCOCC2)c1)C(=O)NC1CCCCC1C (stereo unspecified),-7,2.5,4,1,x,9,4,0.9,-2.0,-2.7
O=C(COC(=O)c1cccnc1Nc1cccc(C(F)(F)F)c1)NCc1ccc2c(c1)OCO2,-12,3.6,2,0,19,-5,-7,-2.2,-0.2,-2.6
Cc1ccc(S(=O)(=O)N2CCC[C@H]2C(=O)OCc2nc3ccccc3s2)cc1,-6,1.6,4,-3,1,-3,-1,x,x,-0.3
COc1ccc(C2=CCCCCC2)c(OC)c1OC,-8,4.6,2,-4,0,-4,11,x,x,0.2
CCC1(c2ccccc2)NC(=O)N(CC(=O)Nc2ccc(S(=O)(=O)NC3=NCCCCC3)cc2)C1=O (stereo unspecified),-2,2.9,8,1,x,0,-6,-0.8,0.2,-2.0
O=C(CNC(=O)/C(=C\c1ccccc1)NC(=O)c1ccc(Br)cc1)OCc1ccccc1,-11,4.0,9,-4,-16,9,5,4.9,2.7,-0.6
O=C(NN1C(=O)c2ccc3c4c(ccc(c24)C1=O)CC3)c1ccc(Br)cc1,11,3.2,1,-4,-7,0,-10,-0.1,2.2,-0.8
COc1ccc(OC)c(NC(=O)CN(C)CC(=O)Nc2ccccc2Br)c1,-14,-1.1,-1,1,-12,-1,-1,2.5,0.7,-1.5
CNC(=O)CN1C(=O)c2ccccc2S1(=O)=O,-3,1.8,3,1,24,-1,3,3.9,-0.6,-0.3
COc1ccc(N2CCN(C(=O)C3CCCN(S(=O)(=O)c4ccc5c(c4)oc(=O)n5C)C3)CC2)cc1 (stereo unspecified),-20,1.8,-1,1,4,0,1,0.5,0.2,-2.5
COc1ccc(CCNc2oc(COc3ccccc3F)nc2C#N)cc1OC,11,0.5,-2,4,12,x,-7,1.6,-0.6,-0.8
O=c1[nH]c(-c2ccccc2O)nc2c1CCCC2,-13,3.1,2,3,-11,-2,-4,-1.0,1.2,-0.8
CCOc1ccc(CN2CCN(CC3=Cc4cccc(OC)c4OC3)CC2CCO)cc1 (stereo unspecified),-5,1.7,2,-3,-22,-1,3,-2.4,-0.8,-0.7
CCn1c(O)c(N=NC(=O)CNC(=O)c2ccco2)c2ccccc21,0,2.6,21,-2,14,0,-3,4.9,-0.9,-1.7
COc1ccc(S(=O)(=O)N2CCCCCC2)cc1C(=O)NCCOc1ccc(C)cc1,-12,3.8,-2,-6,-19,-2,11,3.9,2.3,-0.1
C=CCOc1ccccc1OCC(O)CNC(C)C (stereo unspecified),-3,3.2,-2,2,24,-1,7,0.8,-0.7,0.4
CC(C)Oc1ccc(CCC(=O)N/N=C/c2ccc3c(c2)OCO3)cc1,-12,-0.1,5,-2,-4,0,-11,0.2,0.0,0.3
CCCCn1c(N)c(N(CCC(C)C)C(=O)COC(=O)c2ccco2)c(=O)[nH]c1=O,-10,-0.4,12,-2,-4,0,1,1.5,2.7,-0.2
CN(CC(=O)Nc1cccc(S(=O)(=O)N(C)C)c1)Cc1ccccc1,-14,1.6,5,-3,-46,4,13,4.1,-1.3,-1.4
# (next part)
SMILES,PvdQ acylase,phage Ecoli inh,Rtt109 HAT inh,DAGLB inh,PfHsp90 yeast 2,Wnt bcat act,Tat transport,AddAB inh,E coli growth,CAL PDZ inh
CCC(C(=O)NCc1ccco1)n1nc(C)c2c(C)n(-c3ccc(C)cc3)nc2c1=O (stereo unspecified),-14,1.1,11,0,24,0,0,-0.2,-3.3,-1.2
O=CN1CCN(C(C(=O)NC2CCCC2)c2ccc(Cl)cc2)CC1 (stereo unspecified),-13,2.9,2,-1,x,10,6,2.3,0.5,-1.8
CC(=O)c1ccc(N2CCN(C(=O)c3ccc4nc[nH]c4c3)CC2)cc1,-9,1.0,4,1,0,x,2,2.1,0.3,-0.4
COc1cccc(-c2cc(C(=O)N3CCN(S(=O)(=O)c4ccccc4)CC3)[nH]n2)c1,2,2.0,16,-1,16,-2,18,7.3,1.2,-2.1
O=C1c2ccccc2CCc2ccccc21,-15,1.6,8,-7,x,-1,-4,x,x,-0.9
CC(=O)Nc1ccc(NC(=O)C(C)OC(=O)/C=C/c2cn(-c3ccccc3)nc2-c2cccnc2)cc1 (stereo unspecified),-10,4.6,1,7,-12,x,-2,1.0,-0.9,-0.8
Cc1c(OC(C)C(=O)NCC(O)c2ccccc2)ccc2c3c(c(=O)oc12)CCCC3 (stereo unspecified),8,-1.0,15,1,-2,0,2,4.2,-1.4,-2.0
CN(CC(=O)Nc1ccc(F)cc1)C(=O)COC(=O)/C=C/c1ccccc1[N+](=O)[O-],6,-1.7,16,-1,x,1,17,1.1,0.3,-0.5
CN(C)CCSc1nc(-c2ccccc2)nc2c1CCC2,-3,3.9,0,-4,-15,x,-5,2.6,-2.5,-2.4
CCOc1ccccc1Nc1cc(C)nc2nnnn12,-4,2.3,-8,-2,1,-1,-3,-2.4,-2.0,-0.7
COc1ccc(C(=O)CN2C(=O)NC3(CCCCC3)C2=O)cc1OC,-10,5.0,-6,0,-15,0,2,-0.2,0.2,x
Cc1cc(C(F)(F)F)nn1CC(=O)NNC(=S)Nc1cccc(Cl)c1,-11,3.0,3,0,-14,-6,-7,-1.8,-4.4,x
CCCCN(C(=O)c1ccc(C)o1)c1c(N)n(CCCC)c(=O)[nH]c1=O,-13,2.2,1,5,-15,-1,-2,1.2,1.7,-0.8
Cc1ccc(-n2ccc(=O)c(C(=O)Nc3ccc(S(=O)(=O)Nc4nccs4)cc3)n2)cc1,-6,-0.2,-1,3,-25,0,-5,0.0,-0.4,-0.2
N=C1CCCN1CC(=O)c1ccc(Br)cc1,-7,4.0,-9,3,3,x,5,0.6,0.8,-0.7
O=C(CNC(=O)c1cccc(F)c1)N/N=C/c1cccs1,-2,-0.8,x,1,-7,2,12,-2.6,-2.8,-3.1
CC(CNC(=O)c1ccc(N)cc1)NC(=O)c1ccc(N)cc1 (stereo unspecified),-19,2.7,9,0,6,-1,-5,3.1,2.9,-1.7
CCOC(=O)C1(Cc2ccccc2)CCCN(C(=O)c2cn[nH]c2)C1 (stereo unspecified),-15,-1.5,-8,3,-30,-1,6,1.4,0.3,-0.4
COc1cc(NC(=O)CSc2nc3cc(C)ccc3cc2C)c(C(=O)O)cc1OC,6,0.1,-3,5,-2,x,-9,2.4,-1.7,-1.6
C[C@H](NC(=O)c1ccco1)C(=O)OCC(=O)N1CC(=O)Nc2ccccc21,-15,2.5,4,-1,-8,1,5,-2.6,-1.4,-0.1
O=C(C1CCN(C2CCN(Cc3ccc4cc(F)ccc4n3)CC2)CC1)N1CCCC1,6,2.2,12,-2,-18,-1,-3,-1.3,-2.1,-1.0
O=C(CSCCO)Nc1ccc([N+](=O)[O-])cc1,-11,2.2,0,-1,-3,-2,1,-1.2,-2.4,-2.8
COc1ccccc1NS(=O)(=O)c1c(C)nc2sccn2c1=O,1,2.1,5,0,-7,-2,-5,1.8,2.8,-0.9
CCNCC(=O)Nc1c(C)cccc1C,-3,4.0,-9,1,-2,0,-5,-0.6,-0.5,-0.7
S=C(NCCc1ccccc1)N1CCc2ccccc2C1,-16,4.4,x,-4,-27,22,7,1.9,2.0,-3.1

# Reprinted at random: two records from the list, in no set order.
SMILES,PvdQ acylase,phage Ecoli inh,Rtt109 HAT inh,DAGLB inh,PfHsp90 yeast 2,Wnt bcat act,Tat transport,AddAB inh,E coli growth,CAL PDZ inh
CN(C)CCSc1nc(-c2ccccc2)nc2c1CCC2,-3,3.9,0,-4,-15,x,-5,2.6,-2.5,-2.4
S=C(NCCc1ccccc1)N1CCc2ccccc2C1,-16,4.4,x,-4,-27,22,7,1.9,2.0,-3.1

# Further records:
SMILES,PvdQ acylase,phage Ecoli inh,Rtt109 HAT inh,DAGLB inh,PfHsp90 yeast 2,Wnt bcat act,Tat transport,AddAB inh,E coli growth,CAL PDZ inh
Cc1ccc(NC(=O)CCc2nnc3ccc(NCc4ccco4)nn23)nc1,3,1.5,12,-1,-3,-2,19,4.5,3.9,-1.6
COc1cc2c(cc1OC)C(C)N(Cc1ccc3c(c1)OCO3)CC2 (stereo unspecified),-11,3.4,12,0,5,0,6,3.7,-0.2,-0.1
Cc1ccc(N2CC(c3nc4ccccc4n3C)CC2=O)cc1C (stereo unspecified),-13,1.9,-5,2,-4,-3,-2,-1.3,2.8,-0.3
COC(=O)c1ccc(CSc2nnc(C)n2N)o1,-5,1.7,-6,0,-20,-1,-2,2.7,-0.1,-2.2
CCS(=O)(=O)N1CCN(C(=O)c2ccc(-c3ccccc3)cc2)CC1,-9,2.2,8,4,2,x,0,0.5,-2.2,0.9
O=C(CSc1ccc(-c2ccco2)nn1)c1ccccc1,-12,5.4,-1,-2,-10,-1,-4,-2.6,-2.6,-1.6
O=C(N/N=C/c1sc(N2CCOCC2)nc1-c1ccccc1)c1ccc(O)cc1,-10,3.9,8,5,32,10,-1,0.0,-1.5,2.4
Cc1c(NC(=O)C(C)N2C(=O)c3ccccc3C2=O)c(=O)n(-c2ccccc2)n1C (stereo unspecified),-4,1.6,6,-2,-3,x,5,-1.3,-1.9,-0.1
N#CCCN(C(=O)COC(=O)c1cc(S(=O)(=O)N2CCOCC2)ccc1Cl)c1ccc(F)cc1,-4,3.0,2,1,18,-4,5,-0.9,-2.0,-2.3
COc1ccc(OCCCC(=O)NCc2ccco2)cc1,-14,3.1,x,-3,10,-2,-3,-0.1,-3.0,-2.0
COC(=O)C1CN(C(=O)COc2cc(C)c(Cl)c(C)c2)c2ccccc2O1 (stereo unspecified),-11,0.3,-1,-6,-1,2,0,-3.0,-0.4,x
CCn1c(SCC(=O)c2ccc(NC(C)=O)c(OC)c2)nnc1-c1ccc(NS(C)(=O)=O)cc1,-1,3.8,2,-2,-9,x,-6,2.6,-0.3,-1.9
